Screens: PubChem BioAssay, National Center for Advancing Translational Sciences (NCATS)
N370S GC: qHTS Assay for Inhibitors and Activators of N370S glucocerebrosidase as a Potential Chaperone Treatment of Gaucher Disease. Potency, µM (series often up to 59.4 µM), for the others: top-dose activity change, negative = inhibition, most hits filed as inhibitors. AID 2101, 2009. 330,000 tested, 0.092% active. N370S GC spleen homogenate, 4MU-glucoside fluorescence;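 further: 0% = full enzyme activity and -100% = no enzyme basal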
FEN1 inhibitor: qHTS Assay for the Inhibitors of Human Flap endonuclease 1 (FEN1). 390,000 tested, 0.35% active. Potency, µM (titrated, usually from 114 µM), for the others: top-dose activity change, negative = inhibition, actives largely listed as inhibitors. P39748. Recombinant FEN1 flap cleavage, fluorescence, 15 min; further: nearly all actives have a fitted effect of over 65% in size
Target sequence (P39748 whole entry, looked up): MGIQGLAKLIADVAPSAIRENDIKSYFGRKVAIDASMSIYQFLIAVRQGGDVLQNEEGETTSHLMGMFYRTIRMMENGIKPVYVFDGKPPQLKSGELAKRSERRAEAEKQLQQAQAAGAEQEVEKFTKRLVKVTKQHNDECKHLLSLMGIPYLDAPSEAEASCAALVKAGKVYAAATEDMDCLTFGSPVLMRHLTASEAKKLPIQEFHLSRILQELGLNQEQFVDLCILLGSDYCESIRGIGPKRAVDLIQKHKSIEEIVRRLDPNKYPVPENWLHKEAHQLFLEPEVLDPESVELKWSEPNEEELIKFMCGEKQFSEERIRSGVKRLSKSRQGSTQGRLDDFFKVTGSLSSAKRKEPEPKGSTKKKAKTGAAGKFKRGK
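Enzyme 10 nM, 15 min RT preincubation with compound; start with substrate 50 nM final; reads at 0 and 15 min; qHTS titration, four-parameter Hill fit.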
KAT2A inh: qHTS Assay for Inhibitors of GCN5L2. 390,000 tested, 0.21% active. GCN5L2 HAT assay, ThioGlo1 CoA-SH fluorescence. Histone acetyltransferase KAT2A (Homo sapiens), Q92830. Potency, µM (doses to about 58.9 µM), for inactives: at the top dose activity change, negative = inhibition, hits mostly inhibitors
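Preincubate 20nM GCN5L2 with compound 15 min, RT → add 50uM ThioGlo1 + 75uM H3(1-25) + 70uM acetyl-CoA → read fluorescence 0 and 20 min. Primary qHTS; fluorescent artifacts likely.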
* hit, by the source's call; ? = inconclusive; / = no result given; & = joins results of further samples; [ ] = remark or other dose. The call rests on the fitted dose curve; in most records, active means well fitted curve in the direction sought with a large enough effect; inconclusive means small, poorly fitted or top-dose-only effect, or another doubt; inactive means no such curve, though single readings can be large; an effect the other way counts as inactive or inconclusive. Unless noted, on the % scale 0 is the no-effect control and ±100 the full control effect; potency means the concentration at half of the fitted maximal effect.

SMILES	N370S GC	FEN1 inhibitor	KAT2A inh
Cc1cc(/C=N/O)c(C)n1-c1ccc(Br)cc1	25%	-4%	2%
COc1ccc(S(=O)(=O)N(C)C[C@H]2Oc3c(NC(=O)Nc4ccc(C(F)(F)F)cc4)cccc3C(=O)N([C@H](C)CO)C[C@@H]2C)cc1	/	?	-14%
COc1ccc(CC(=O)Nc2cccnc2)cc1	4%	-3%	-5%
CCOC(=O)c1c(NC(=O)COC(=O)/C=C/c2ccco2)sc2c1CC(C)(C)NC2(C)C	?	?	2%
CC(NC(=O)CCCC1CCCCC1)c1ccc(S(N)(=O)=O)cc1 (centres undefined)	-9%	2%	5%
Cc1ccccc1OCC(=O)NCC(=O)OCC(=O)c1ccc2ccccc2c1	15%	-21%&6%	-14%
CN(C)CC(=O)Nc1nc(-c2ccccc2)cs1	-7%	-5%	-3%[0.501 µM]
CCOC(=O)C1=C(C)NC(C)=C(C(=O)OCC)C1c1ccc([N+](=O)[O-])s1	14%	-4%	-5%
O=C(NCCCN1CCCC1=O)c1ccc(Cl)c(S(=O)(=O)N2CCCCC2)c1	/	17%	1%
COc1cccc(CNC(=O)N[C@@H](CC(C)C)C(=O)O)c1	-3%	-1%	?
CCCOc1ccc(/C=C/c2[nH]c(=O)[nH]c(=O)c2[N+](=O)[O-])cc1OCC	-2%	-12%	-11%
COc1ccc(S(=O)(=O)Nc2ccc3c(c2)OCO3)cc1C(=O)O	-10%	-7%	0%
CC(=O)c1c(C(C)=O)c(C)n(-c2ccc(C)c(NC(=O)c3ccccc3Cl)c2)c1C	-2%	-8%	-2%
CCN(CC(=O)NC1CCS(=O)(=O)C1)C(=O)/C=C/c1cccs1 (centres undefined)	0%	1%	2%
CC(C)Sc1ncc(Cl)c(C(=O)Nc2ccc(S(=O)(=O)N(C)c3ccccc3)cc2)n1	/	-13%	-11%
Cc1c(C(=O)NCc2ccco2)oc2c(F)cccc12	/	-4%	-5%
Cc1c(C(N)=O)sc2ncn(CC(=O)NCCc3ccccc3)c(=O)c12	1%	-1%	-6%
C1=C2C[N+]3(CCCC3)CC2Cc2ccc3ccccc3c21 (centres undefined)	2%	-23%	-3%
COC(=O)CNC(=O)COC(=O)/C=C/c1cccs1	-18%	1%	?
CCOC(=O)c1sc2nc(C(C)C)c3c(c2c1N)CC(C)(C)OC3	21%	-3%	-2%
COc1cc(OC)cc(N2C(=O)CSCC2=O)c1	1%	-15%	-12%
Cc1ccc(C)c(OCCC(=O)OCC(=O)NCCNC(=O)COC(=O)CCOc2cc(C)ccc2C)c1	-4%	6%	-3%
COc1ccc(-c2cccc(NS(=O)(=O)c3cccc([N+](=O)[O-])c3)c2)nn1	-8%	-11%	-7%
CCCCCOc1ccc(NC(=O)C(=O)NCC2CCCN2CC)cc1 (centres undefined)	13%	1%	-9%
CNC(=O)C(=O)Nc1ccc2c(c1)N(S(=O)(=O)c1cccs1)CCC2	-7%	-1%	-4%
C[C@H](NC(=O)C1CCN(S(=O)(=O)c2ccccc2)CC1)C(=O)NCc1ccccn1	-16%	-1%	-11%
Cc1[nH]c2ccccc2c1/C=N/NC(=O)CNC(=O)c1cccs1	?	-16%	-15%
COc1ccc(N(C(=O)c2ccc(C(C)(C)C)cc2)S(=O)(=O)c2ccc(Cl)cc2)cc1	/	?	-9%
CCOC(=O)N1CCN(S(=O)(=O)c2ccc3[nH]c(=O)sc3c2)CC1	11%	0%	1%
Cc1ccc(SC(C)C(=O)N2CCN(c3ccccc3)CC2)cc1 (centres undefined)	-4%	-8%	-2%
Cc1cc(C)c(OCC(=O)N2CCN(c3ncc(C(F)(F)F)cc3Cl)CC2)c(C)c1	-11%	-17%	-17%
CCOC(=O)C(C)n1cnc2c(nnn2-c2cccc(OC)c2)c1=O (centres undefined)	-1%	9%	11%
CCCCCCCCCCOc1cc(OCCCCCCCCCC)cc(N(CC(=O)O)CC(=O)O)c1	-11%	/	?
O=c1cc2c(nn1Cc1cccc([N+](=O)[O-])c1)-c1ccccc1CC2	5%	-1%	-5%
CC(C)n1cnc2c(Nc3cccc(Cl)c3)nc(N(CCO)CCCO)nc21	-2%	-20%	-9%
O=C(CCC1CCCC1)N1CCN(S(=O)(=O)c2ccc(Br)cc2)CC1	/	-18%	-4%
COc1ccc(C(=O)N/N=C(\C)c2ccc3c(c2)C2C=CCC2C(c2ccccc2)N3)cc1 (centres undefined)	-6%	-6%	3%
CCn1nc(C)c(CCN(C)C(=O)Nc2ccc(C)c(Cl)c2)c1C	/	-4%	2%
Cc1cc(=O)c2c(o1)CC(C)(C)CC2=O	-3%	0%	3%
CCN1CCN(C(=O)c2ccc3c(c2)N(Cc2cccc(Cl)c2)C(=O)c2ccccc2S3=O)CC1 (centres undefined)	/	2%	-2%
O=C1CCCN1c1ccc(S(=O)(=O)N2CCCCC2)cc1[N+](=O)[O-]	-3%	18%	0%
CC(=O)Nc1ccc(S(=O)(=O)NCC2CCC(C(=O)NCCCN(C)Cc3ccccc3)CC2)cc1 (centres undefined)	1%	0%	0%
C/C(Cc1ccccc1)=N\NC(=O)CNC(=O)c1ccc(Br)cc1	-16%	-10%	-5%
C=CCn1c(=O)c2c(C)c(C)sc2n2c(Nc3ccc(OC)cc3)nnc12	-12%	-14%	-2%
CCOc1ccc(NC(=O)CN2CCN(c3ccccc3C)CC2)cc1S(=O)(=O)N1CCCC1	/	0%	-9%
Cc1cccc(/C=N/NC(=O)c2cc(Br)ccc2OCc2ccccc2)n1	?	14%	-7%
N#Cc1ccc(-c2cccs2)nc1SCc1cccnc1	-1%	-14%	-10%
O=C(Nc1ccc2nc(SCC(=O)N3CCCc4ccccc43)sc2c1)c1ccc(Cl)cc1	/	15%	-21%
OC(COc1ccccc1)CN1CCN(CC(O)COc2ccccc2)CC1 (centres undefined)	-3%	-4%	2%
CCOc1cc(-c2nc(-c3ccncc3)no2)cc(OCC)c1OCC	-22%	7%	-1%
Cc1csc(Nc2ccccc2)n1	1%	0%	2%
CC(C)(C)NC(=S)NC(C)(C)C	-5%	-7%	-7%
COc1cc(/C=N/NC(=O)c2ccc(NC(=O)C3CCCCC3)cc2)ccc1O	-16%	0%	-5%
Cc1ccc(NC(=S)N/N=C/c2c(C)nn(-c3ccccc3)c2N2CCCC2)cc1	9%	-9%	-4%
CC1CCc2sc(NC(=O)C3CC(Cl)=CCC3C(=O)O)c(C#N)c2C1 (centres undefined)	4%	-10%	3%
CC(C)(C)OC(=O)NC(CO)c1cn([C@@H](Cc2cc3ccccc3[nH]2)C(=O)N2CCN(C(=O)OC(C)(C)C)CC2)nn1 (some centres undefined)	-3%	-1%	-6%
CCCn1c2ccccc2c2cnn(CC(=O)NCC3CCN(Cc4ccc(F)cc4)CC3)c(=O)c21	/	-13%	-6%
c1cncc(C(c2nnnn2C2CCCC2)N2CCCC2)c1 (centres undefined)	-1%	-16%	-2%
COc1cccc(CNC(=O)CN2C(=O)NC(Cc3ccccc3)(c3ccccc3)C2=O)c1 (centres undefined)	/	-17%	-4%
CC1CCCC(NC(=O)CSC2=Nc3ccccc3C3CC=NN23)C1C (centres undefined)	/	16%	-10%

Single records, as listed above.
CCCn1c2ccccc2c2cnn(CC(=O)NCC3CCN(Cc4ccc(F)cc4)CC3)c(=O)c21 is entered as N370S GC = /; FEN1 inhibitor = -13%; KAT2A inh = -6%
Cc1csc(Nc2ccccc2)n1 is entered as N370S GC = 1%; FEN1 inhibitor = 0%; KAT2A inh = 2%
CC(C)(C)OC(=O)NC(CO)c1cn([C@@H](Cc2cc3ccccc3[nH]2)C(=O)N2CCN(C(=O)OC(C)(C)C)CC2)nn1 (some centres undefined) is entered as N370S GC = -3%; FEN1 inhibitor = -1%; KAT2A inh = -6%

(more compounds)
SMILES	N370S GC	FEN1 inhibitor	KAT2A inh
CCN(CC)C(=O)CSc1nnc(C2CCCCC2)o1	3%	-3%	-17%
CCCOc1ccc(-c2nc(OC)c3ccccc3n2)cc1	12%	-2%	7%
Nc1cccc(/C=C/c2ccncc2)c1	26%	-10%	1%
O=C(C1CCN(c2nnc(-n3cccc3)s2)CC1)N1CCCCC1	-9%	22%	-2%
c1ccc2c(c1)OCCOCCOCCO2	-13%	2%	-5%
CC(C)(C)NC(=O)N1c2ccccc2Sc2ccccc21	-6%	-16%	0%
COc1cc(C(=O)Nc2nnc(-c3sccc3C)s2)cc(OC)c1OC	-1%	13%	-9%
C[C@]12CCC(O)CC1=CCC1C2CC[C@]2(C)/C(=N\NC(N)=S)CCC12 (some centres undefined)	-1%	-2%	21%
CCN(CC)S(=O)(=O)c1ccc(O)c(NC(=O)CN2CCc3ccccc3C2)c1	5%	0%	-3%
Cc1cc(-c2onc3ccc(Cl)cc23)ccc1O	-23%	2%	-9%
CC1CCN(C(=O)CNC(=O)Cc2ccccc2)CC1	-10%	-14%	2%
Cc1cc(C(=O)NCCN2CCOCC2)c2ccccc2n1	/	-10%	-1%
O=C(CSc1nnc(CNC(=O)c2cccs2)o1)NC1CCCC1	2%	0%	-2%
COC(=O)c1sc2nc(C)c([N+](=O)[O-])c(C)c2c1N	2%	8%	-6%
Cn1nc(C(=O)OCC(=O)N(Cc2ccccc2)C(C)(C)C)c2ccccc2c1=O	0%	8%	-6%
O=C(NC1CCCCCCC1)C1CCN(S(=O)(=O)N2CCCC2)CC1	6%	-10%	-6%
C=CCn1c(=NC(=O)CC)n(C)c2ccccc21	-2%	-8%	-8%
O=C(Cc1ccc(-n2cccc2)cc1)NC1CCCCCC1	5%	-8%	-11%
O=C(CNC(=O)c1cccs1)OCC(=O)c1cccs1	1%	-11%	2%
Cc1cc(C)c2nc(SCC(=O)NCCC3=CCCCC3)cc(C)c2c1	5%	0%	1%
CCCCc1nc2cc(C(=O)N3CCCCC3CCNC(C)=O)ccc2o1 (centres undefined)	0%	17%	2%
Cc1ccc(/C=N/NC(=O)c2nnn(-c3nonc3N)c2-c2ccc3c(c2)OCO3)s1	-1%	-16%	-15%
COc1ccc(OC)c(NC(=O)Cn2cnc3onc(-c4ccc(Cl)cc4)c3c2=O)c1	/	12%	-14%
Cc1ccc(C(=O)NCC(=O)N/N=C/c2sccc2C)cc1[N+](=O)[O-]	16%	21%	5%

Part of the list above, set out differently:
CCCCc1nc2cc(C(=O)N3CCCCC3CCNC(C)=O)ccc2o1 (centres undefined)
  N370S GC: 0%
  FEN1 inhibitor: 17%
  KAT2A inh: 2%
Cc1ccc(C(=O)NCC(=O)N/N=C/c2sccc2C)cc1[N+](=O)[O-]
  N370S GC: 16%
  FEN1 inhibitor: 21%
  KAT2A inh: 5%
Cc1ccc(/C=N/NC(=O)c2nnn(-c3nonc3N)c2-c2ccc3c(c2)OCO3)s1
  N370S GC: -1%
  FEN1 inhibitor: -16%
  KAT2A inh: -15%
Cn1nc(C(=O)OCC(=O)N(Cc2ccccc2)C(C)(C)C)c2ccccc2c1=O
  N370S GC: 0%
  FEN1 inhibitor: 8%
  KAT2A inh: -6%

(cont.)
SMILES	N370S GC	FEN1 inhibitor	KAT2A inh
COc1cc(C2C(C(=O)c3ccco3)=C(O)C(=O)N2Cc2cccnc2)cc(OC)c1OC (centres undefined)	-1%	-5%	-16%
CCOc1ccc(S(=O)(=O)NCCC(=O)NCCOc2ccccc2)cc1	3%	-7%	2%
CC(=O)Nc1c2c(nn1-c1ccc(C)cc1C)CS(=O)C2 (centres undefined)	5%	19%	0%
COc1ccc(-c2n[nH]c3c2C(c2ccc(O)cc2)N(c2ccc(Br)cc2)C3=O)cc1 (centres undefined)	/	1%	-6%
CCOc1ccc(-c2noc(COC)n2)cc1OC	2%	-3%	1%
COC(CN(C(=O)CCl)C(C(=O)NC1CCCC(C)C1C)c1ccc(C)cc1)OC (centres undefined)	3%	-5%	2%
Cc1ccc(NS(=O)(=O)c2cc3[nH]c(=O)c(=O)[nH]c3cc2C)cc1Cl	/	-19%	-14%
NCc1nc2cccnc2n1Cc1ccccc1Cl	/	0%	2%
CCCS(=O)(=O)N1CCN(S(=O)(=O)c2ccccc2)CC1	6%	0%	-3%
CCOc1cc(/C=C2/C(=O)ON=C2C)ccc1O	-4%	-19%	6%
C[C@@]12C(=O)Nc3ccc(Br)cc3C(=O)N1[C@H]1c3cc(Cl)ccc3OC[C@@H]1[C@@H]2c1ccccc1	-5%	-18%	-10%
O=C(c1cccc(Cl)c1)N1CCC(c2nc3ccccc3[nH]2)CC1	3%	17%	-7%
Cn1c(=O)c2c(ncn2CC(=O)Nc2cc(S(=O)(=O)N3CCCCC3)ccc2O)n(C)c1=O	/	-2%	4%
CCCC(=O)N1CCN(c2ccc(NC(=S)NC(=O)c3cccc(C)c3)cc2)CC1	-6%	-1%	0%
Cc1ccc2nc(NC(=O)CSc3nnc(C)c(=O)n3N)sc2c1	2%	-3%	-1%
COc1ccc(CN(C(=O)Nc2cccc(OC)c2)C2CCN(C(C)=O)CC2)cc1	/	-10%	-1%
O=C(Nc1ccccc1F)c1ccncc1	1%	-1%	-3%
